Source: PubChem BioAssay
Rad51 HR inh = blocks human Rad51 in homologous recombination. Q06609. hRad51 DNA strand exchange, fluorescence dequenching. inhibition, % at 10 µM. 200,000 compounds, 0.085% hits. AID 1385;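 active = inhibition above 40% at the single screening dose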;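 also: 0% = DMSO control wells and 100% = blanks with heterologous ssDNA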
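Test system: preformed human Rad51 ssDNA filaments. Compound dosing: single dose, 10 µM final compound. Incubation: filaments 15 min 37 °C, then compound 30 min. Technique: FRET fluorescence dequenching, excitation 485 nm, emission 520 nm. Read-out basis: percent inhibition from fluorescence, normalised to plate control and blank means. Benchmarks: plate controls and plate blanks.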
Calpain2 inh = blocks pig calpain II enzyme activity | 220,000 compounds, 0.37% hits | inhibition, % at 16 µM | purified calpain II, fluorogenic peptide substrate, 30 min;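 active = inhibition above about 50%, limit read from the data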
Tb hexokinase = T. brucei hexokinase 1 inhibition | recombinant TbHK1, G6PDH-coupled NADH A340 | inhibition, % at 10 µM | 220,000 compounds, 0.11% hits | AID 1430;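 active = inhibition of 50% or more in the single-dose primary screen; inactive = inhibition below 50%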
Hck-Nef inh = inhibitors of human Hck kinase activated by Nef | Recombinant Hck-YEEI plus Nef, Z-Lyte FRET kinase assay | inhibition, % at 20 µM | 220,000 compounds, 0.68% hits | AID 463187;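 active = Hck-Nef kinase inhibition above about 50%, limit read from the data; inactive = inhibition below that limit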;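 also: 0% = DMSO with Hck plus Nef and 100% = Hck alone without Nef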
Target sequence (P08631 whole entry, looked up): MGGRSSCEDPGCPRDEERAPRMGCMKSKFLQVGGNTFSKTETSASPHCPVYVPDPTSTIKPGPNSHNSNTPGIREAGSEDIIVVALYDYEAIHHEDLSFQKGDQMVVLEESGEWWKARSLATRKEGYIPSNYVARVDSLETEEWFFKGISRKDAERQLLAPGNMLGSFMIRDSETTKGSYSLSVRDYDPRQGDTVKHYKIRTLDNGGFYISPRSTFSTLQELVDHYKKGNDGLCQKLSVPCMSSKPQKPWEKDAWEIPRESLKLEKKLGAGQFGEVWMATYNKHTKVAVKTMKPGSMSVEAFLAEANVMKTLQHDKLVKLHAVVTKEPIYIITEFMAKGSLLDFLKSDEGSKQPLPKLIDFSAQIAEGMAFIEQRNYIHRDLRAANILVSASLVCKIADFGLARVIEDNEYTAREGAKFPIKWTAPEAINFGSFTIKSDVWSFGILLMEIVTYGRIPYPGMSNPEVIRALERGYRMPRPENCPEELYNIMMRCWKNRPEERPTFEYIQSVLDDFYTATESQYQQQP
eIF4E 4G PPI = eIF4E/eIF4G interaction inhibition in translation initiation; P63073+Q04637; TR-FRET eIF4E-eIF4GI(517-606) binding, 2 h; inhibition, % at 21.7 µM; 220,000 compounds, 0.37% hits;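 active = inhibition above about 30%, limit read from the data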;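 also: 0% = full FRET control wells and 100% = background wells lacking eIF4GI fragment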
EP2 modulator = modulators of human EP2 prostaglandin E2 receptor | P43116 | induction, % at 25 µM | 260,000 compounds, 0.83% hits | EP2-expressing cells, cAMP HTRF FRET, PGE2 co-stimulation | AID 940;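 active = compounds whose cAMP rise, as percent of the full-agonist control response, exceeds 60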;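 also: rat C6 glioma line stably carrying human EP2 under a CMV promoter; the protocol text gives 20 µM as final concentration; 100% = response of wells given 1 µM PGE2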
Target sequence (P43116 whole entry, looked up): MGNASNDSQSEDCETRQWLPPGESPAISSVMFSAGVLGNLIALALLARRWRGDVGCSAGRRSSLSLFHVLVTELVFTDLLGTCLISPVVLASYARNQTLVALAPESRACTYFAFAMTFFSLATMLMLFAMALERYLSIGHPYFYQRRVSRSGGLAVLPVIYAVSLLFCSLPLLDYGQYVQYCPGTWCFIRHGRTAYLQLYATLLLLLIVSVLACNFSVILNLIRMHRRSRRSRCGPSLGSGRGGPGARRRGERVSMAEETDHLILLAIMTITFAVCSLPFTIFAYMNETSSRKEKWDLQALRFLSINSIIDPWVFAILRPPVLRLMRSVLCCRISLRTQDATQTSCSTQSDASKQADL
zVAD death inh = L929 zVAD cell death inhibition; L929 zVAD necroptosis rescue, ATP luminescence, 24 h; with zVAD 60 µM; viability rescue, % at 10 µM; 220,000 compounds, 0.38% hits;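 active = activation, scaled between plate controls, above about 75%, limit read from the data; inactive = activation under that limit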;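 also: 0% = zVAD with DMSO and 100% = DMSO alone without zVAD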
14-3-3 Bad inh = disrupts binding of bovine 14-3-3 zeta to phospho-Bad peptide; inhibition, % at 21.7 µM; TR-FRET 14-3-3zeta/Dy647-pBad peptide displacement, 1 h; P63103; 220,000 compounds, 0.71% hits;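 active = inhibition above about 70%, limit read from the data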;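 also: 0% = full 14-3-3 plus peptide FRET controls and 100% = background without 14-3-3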
EP2 antag = inhibitors of human EP2 prostaglandin E2 receptor; P43116; C6 glioma cells expressing human EP2, cAMP TR-FRET; cells stimulated with saturating PGE2; inhibition, % at 25 µM; 260,000 compounds, 0.52% hits;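 active = percent inhibition above 40 after rounding to a whole number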;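 also: rat C6 glioma host cells with rolipram phosphodiesterase inhibitor present; the protocol text gives 20 µM as final concentration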
Numbers without * were called inactive; . = no result given; & = joins results of further samples; [ ] = dose if it differs, or a comment. A portion of the library (hit frequency here may not be typical).

SMILES	Rad51 HR inh	Calpain2 inh	Tb hexokinase	Hck-Nef inh	eIF4E 4G PPI	EP2 modulator	zVAD death inh	14-3-3 Bad inh	EP2 antag
C#CCOCCOCCOCCNc1nc(N2CCN(C(=O)[C@H]([C@@H](C)CC)n3cc([C@@H](N)CO)nn3)CC2)nc(N2CCN(C(=O)[C@H](Cc3cc4ccccc4[nH]3)n3cc([C@@H](N)Cc4ccc(O)cc4)nn3)CC2)n1	.	-26	-3	20	-1	-16	0.2	22	.
O=C(O)C1CCCCC1C(=O)Nc1cc(Cl)ccc1Cl (stereo not given)	-1	-4	5	0	0	20	0.1	-9[fluorescence artefact?]	10
Cc1csc(NC(=O)[C@@H]2CCCN2C(=O)c2cccs2)n1	-1	-14	-4	24	-3	12	-0.9	-2	0
O=C(NCc1nc2ccccc2[nH]1)C1=C[C@H](c2ccccc2)C[C@H](OCCCCO)O1	6	-26	-13	19	-9	5	0.5	-8	4
O=C(CCCn1cc([N+](=O)[O-])cn1)Nc1cccnc1	33	-7	-4	23	-9	22	-0.2	5	9
Cc1ccc(SC(=O)COc2ccccc2C)cc1	1	18	-1	3	-2	1	-0.5	23	16
Cc1cc(C(F)(F)F)nc2c(Cl)c(C(C)(C)C)nn12	-7	25	-11	7	0	18	2.7	-3	14
O=C(Nc1ncc(Cc2cccc(C(F)(F)F)c2)s1)c1ccc(-c2cccc([N+](=O)[O-])c2)o1	-8	2	-30	-1	-4[fluorescence artefact?]	24	-0.3	5	6
COc1cccc(/C=N/NC(=O)CO/N=C(\C)c2cccs2)c1OC	0	-114	5	2	-3	-34	0.6	-1[fluorescence artefact?]	9
O=C1CC(CSc2ccc(Cl)cc2)=NN1	17	-7	-7	21	0	-2	0.9	-8	5
COc1ccc(N(CC(=O)NCCSCc2c(F)cccc2Cl)S(C)(=O)=O)cc1OC	-9	-11	-10	1	-1	6	-0.2	-13	4
O=C(CC(c1ccco1)C1CCCCC1=O)c1ccco1 (stereo not given)	5	-46	10	1	0[fluorescence artefact?]	9	-0.2	3[fluorescence artefact?]	3

Compound profiles, as listed above. Values in the order: Rad51 HR inh	Calpain2 inh	Tb hexokinase	Hck-Nef inh	eIF4E 4G PPI	EP2 modulator	zVAD death inh	14-3-3 Bad inh	EP2 antag
COc1ccc(N(CC(=O)NCCSCc2c(F)cccc2Cl)S(C)(=O)=O)cc1OC is listed as -9	-11	-10	1	-1	6	-0.2	-13	4
C#CCOCCOCCOCCNc1nc(N2CCN(C(=O)[C@H]([C@@H](C)CC)n3cc([C@@H](N)CO)nn3)CC2)nc(N2CCN(C(=O)[C@H](Cc3cc4ccccc4[nH]3)n3cc([C@@H](N)Cc4ccc(O)cc4)nn3)CC2)n1 is listed as .	-26	-3	20	-1	-16	0.2	22	.
O=C(CCCn1cc([N+](=O)[O-])cn1)Nc1cccnc1 is listed as 33	-7	-4	23	-9	22	-0.2	5	9
COc1cccc(/C=N/NC(=O)CO/N=C(\C)c2cccs2)c1OC is listed as 0	-114	5	2	-3	-34	0.6	-1[fluorescence artefact?]	9

The list continues.
SMILES	Rad51 HR inh	Calpain2 inh	Tb hexokinase	Hck-Nef inh	eIF4E 4G PPI	EP2 modulator	zVAD death inh	14-3-3 Bad inh	EP2 antag
Cc1nn(C)c(C)c1NS(=O)(=O)c1ccc(N2CCCC2=O)cc1	-4	-1	-6	18	0	-30	2.9	-5	11
CC(=O)c1ccc(Oc2ncnc3sccc23)cc1	-42	-12	-3	28	0	-2	-0.8	-6	3
COc1ccc(N(CC(=O)NC2CCCC2)C(=O)Cn2nnc(-c3ccc(C)cc3)n2)cc1	0	0	6	0	3	8	-0.1	-4	7
CCc1nc(CN2CCCC(C(=O)c3ccc4c5c(cccc35)CC4)C2)c(C)[nH]1 (stereo not given)	1	-462	-13	17	2	-67	0.6	-1	4
OCCC1CN(Cc2nc(-c3ccc(F)cc3)cs2)CCN1CCc1ccccc1 (stereo not given)	-12	-14	-10	0	2	-27	-0.2	-13	2
CN(C)CCN1C(=O)C(=O)/C(=C(/O)c2ccc3c(c2)OCCO3)C1c1ccccn1 (stereo not given)	9	-8	-31	14	-2	14	0.5	0	8
CCOc1ccccc1N(C(=O)c1snc(C(N)=O)c1N)C(C(=O)NC1CCCC1)c1ccco1 (stereo not given)	.	-70	-4	17	1	38	-0.3	6	.
CCCCNC(=O)C1COc2ccccc2O1 (stereo not given)	0	15	5	1	6	7	-0.2	4[fluorescence artefact?]	12
CCOC(=O)CC1C(=O)NCCN1C1CCCC1 (stereo not given)	-1	27	5	13	1	-11	1.1	6	5
N#Cc1ccc(CSCC(=O)O)cc1	-8	-8	1	4	-20[fluorescence artefact?]	11	1.7	0[fluorescence artefact?]	8
CC(c1ccccc1)N1CC(C(=O)NC2CCCC2)CC1=O (stereo not given)	-7	-31	2	2	5	-6	0.2	-7	5
COc1cc2nc(SCC(N)=O)n(CCC3=CCCCC3)c(=O)c2cc1OC	-4	-59	-15	3	-7	17	3.5	-4	-3

A few values from above:
Result for `N#Cc1ccc(CSCC(=O)O)cc1` in Calpain2 inh: -8
Result for `CCOC(=O)CC1C(=O)NCCN1C1CCCC1` (stereo not given) in Rad51 HR inh: -1
Result for `COc1cc2nc(SCC(N)=O)n(CCC3=CCCCC3)c(=O)c2cc1OC` in Hck-Nef inh: 3

Additional entries follow.
The line under a structure holds: Rad51 HR inh, Calpain2 inh, Tb hexokinase, Hck-Nef inh, eIF4E 4G PPI, EP2 modulator, zVAD death inh, 14-3-3 Bad inh, EP2 antag
- Cc1ccc(/C=c2\sc3nc(-c4ccco4)nn3c2=O)o1
    2, -75, -4, 13, 11, 20, 0.0, 1, 15
- Cc1ccnc(SCc2ccc([N+](=O)[O-])cc2)n1
    ., -15, -12, 4, -1, 20, -0.4, -5, 1
- O=C(Nc1ccc(Br)cc1)c1ccc(F)c(S(=O)(=O)NCc2cccs2)c1
    -10, 31, 7, -1, -1[fluorescence artefact?], -2, 4.5, 7[fluorescence artefact?], 7
- CN(C)C(CNC(=O)C1CCCN(C(=O)c2ccc(Cl)cc2)C1)c1ccco1 (stereo not given)
    1, -1, 2, 0, 1, 10, -0.8, -8, 19
- O=c1c2ccccc2sn1-c1cc(S(=O)(=O)N2CCOCC2)ccc1N1CCOCC1
    -5, 14, 50*, 93*, 71*, -39, 1.3, 74*, 11
- CCO[C@@H]1OC(C(=O)N2CCN(Cc3ccccc3)CC2)=C[C@H](c2ccc(C(F)(F)F)cc2)[C@H]1CCCO
    -4, -21, -18, 16, -2, 1, 0.1, 0, 13
- CCCCCn1c2c(c(=N)c3ccccc31)CCC2
    4, -20, -45, 8, 8, 4, -0.1, 15, 9
- Cc1scc(C(=O)N/N=C/c2ccc(OCC(C)C)cc2)c1C
    2, 32, -3, 3, 12, -50, 4.1, -11, 16
- CC(C)(C)NC(=O)C(c1ccco1)N(C(=O)c1ccc(CN2CCOCC2)o1)c1ccccc1 (stereo not given)
    -6, 7, -8, -1, -8[fluorescence artefact?], -19, 1.3, -3, 0
- CCn1c2ccccc2c2cc(N=C3SC(CC(=O)Nc4ccccc4)C(=O)N3C)ccc21 (stereo not given)
    -4, 43, 2, 3, -6, -23, 0.6, 11, 10
- Clc1nssc1=Nc1ccc(Br)cc1
    17, -22, 6, -12, 51*, -90, -0.4, 31, 10
- Cc1nn(-c2ccccc2)c(N)c1C(c1ccc(C(C)C)cc1)c1c(C)nn(-c2ccccc2)c1N
    ., -15, -19, 2, -3[fluorescence artefact?], -3, 0.6, -8, 5
- S=c1[nH]nc(C2CCCCC2)n1/N=C/C(Cl)=C\c1ccccc1
    -1, 16, 2, 4, 0, 30, 9.4, -2[fluorescence artefact?], 11
- CCOc1ccc(N2C(=O)/C(=C\c3ccc(O)c(OC)c3)S(=O)(=O)C2c2cccc([N+](=O)[O-])c2)cc1 (stereo not given)
    -7, -162, -12, -2, 25, 17, -1.5, 45, 11
- CCOC(=O)c1c(C)n(C)c2ccc(OC)c(NS(=O)(=O)c3ccc(Cl)s3)c12
    11, -21, 19, 1, 0, 24, -0.3, -4, 9
- COc1ccc(O)c(/C=N/NC(=O)c2cc(=O)[nH]c3ccccc23)c1
    ., 15, -19, 1, 1, -19, -0.2, -9, 12
- COc1ccc(NC(=O)CC2C(=O)N(c3ccc(Cl)cc3)C(=S)N2CCc2ccccn2)cc1 (stereo not given)
    13, -11, -10, 0, 2, -6, -1.1, -2, 3
- COc1c(C)cccc1C(=O)Nc1ccc(CN2CCCCC2)cc1
    8, -8, -3, 11, 4, 8, -0.4, -11, 16
- COc1ccc(C(=O)N2CCN(c3ccccc3OC)CC2)cc1
    10, -24, 5, 6, -2, -2, 0.9, -10, 8
- CSc1nc(C)cc(Oc2ccc(=O)n(C)n2)n1
    -7, -6, 2, 0, 4, 20, -0.3, -12, 4
- Cn1c2ccccc2c2c(C(=O)O)cn(C3CCCC3)c(=O)c21
    1, -69, -4, 15, 3, -3, 9.5, 24, 13
- Cc1c(C(Nc2ccccn2)c2ccccc2)c(=O)n(-c2ccccc2)n1C (stereo not given)
    -5, 7, -3, 1, 2, 13, -1.2, 14, 13
- O=C(NCc1cccnc1)c1ccc(Br)s1
    ., -16, -9, 20, 0, 27, -0.6, 0, 4
- OC(COCC(F)(F)C(F)(F)C(F)(F)C(F)F)Cn1c2ccc(Cl)cc2c2cc(Cl)ccc21 (stereo not given)
    8, 32, -4, 1, 2[fluorescence artefact?], 13, 51, 7, 7
- CCOc1ccc(C(=S)N2CCN(C)CC2)cc1
    30, -23, -8, 25, 0, 14, 0.6, -13, 9
- Cc1cc(NC(=NC2CC2)c2ccccc2)n(-c2ccccc2)n1
    -12, -6, -5, -5, 3, 36, 1.4, -16, 5
- O=[N+]([O-])c1cc(/C=N/O)ccc1N1CCCC1
    -13, 26, -12, 32, 1, -49, 2.4, 2, 0
- O=C(NCc1n[nH]c(=S)n1-c1ccc([N+](=O)[O-])cc1)c1ccc(S(=O)(=O)N2CCOCC2)cc1
    13, -15, -12, 21, 2, 15, 1.5, -14, 2
- O=C(NNC(=O)c1cc2ccccc2o1)c1ccc(Cl)cc1
    5, -13, -9, 19, -9, -20, 1.1, 3, 2
- CCOC(=O)C1CCN(C(=O)CC(NS(=O)(=O)c2ccc(OC)cc2)C(C)C)CC1 (stereo not given)
    12, 30, -4, 2, -15, 11, -0.1, 6, 17
- COc1ccc(C(=O)NC2CCN(C(=O)NC3CCCCC3)CC2)cc1
    -4, -88, -3, 0, 2[fluorescence artefact?], 10&-21, 1.1, -19[fluorescence artefact?], 11&9
- FC(F)(F)c1ccc(Oc2ccc3cc(Br)ccc3c2)nc1
    1, -17, -7, 4, 2, 10, 1.9, -9, 8

Part of the list above in order of molar mass, descending:
The line under a structure holds: Rad51 HR inh, Calpain2 inh, Tb hexokinase, Hck-Nef inh, eIF4E 4G PPI, EP2 modulator, zVAD death inh, 14-3-3 Bad inh, EP2 antag
- CCOC(=O)c1c(C)n(C)c2ccc(OC)c(NS(=O)(=O)c3ccc(Cl)s3)c12
    11, -21, 19, 1, 0, 24, -0.3, -4, 9
- COc1c(C)cccc1C(=O)Nc1ccc(CN2CCCCC2)cc1
    8, -8, -3, 11, 4, 8, -0.4, -11, 16
- Clc1nssc1=Nc1ccc(Br)cc1
    17, -22, 6, -12, 51*, -90, -0.4, 31, 10
